STAT3 inh: reduces IL-6 driven STAT3 reporter signal; inhibition, % at 5.5 µM; U3A cells, IL-6 STAT3-luciferase reporter, luminescence; host cell line lacks STAT1; actives 0.89% (n = 190,000);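 active = inhibition above the mean inhibition across all screened compounds plus 3 SD, cut at about 44% in these data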;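 note: 0% = DMSO only wells and 100% = 100 µM nifuroxazide control wells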
TNAP act hi DEA: TNAP (human) activation, high acceptor. P05186. purified TNAP, CDP-star luminescence, 1 M DEA, 30 min; hits give high values; 0 = EDTA background, 1 = DMSO-only activity. activation factor at 20 µM. 200,000 tested, under 10 active;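 active = activation factor at least 2 at 20 µM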
Target sequence (P05186 whole entry, looked up): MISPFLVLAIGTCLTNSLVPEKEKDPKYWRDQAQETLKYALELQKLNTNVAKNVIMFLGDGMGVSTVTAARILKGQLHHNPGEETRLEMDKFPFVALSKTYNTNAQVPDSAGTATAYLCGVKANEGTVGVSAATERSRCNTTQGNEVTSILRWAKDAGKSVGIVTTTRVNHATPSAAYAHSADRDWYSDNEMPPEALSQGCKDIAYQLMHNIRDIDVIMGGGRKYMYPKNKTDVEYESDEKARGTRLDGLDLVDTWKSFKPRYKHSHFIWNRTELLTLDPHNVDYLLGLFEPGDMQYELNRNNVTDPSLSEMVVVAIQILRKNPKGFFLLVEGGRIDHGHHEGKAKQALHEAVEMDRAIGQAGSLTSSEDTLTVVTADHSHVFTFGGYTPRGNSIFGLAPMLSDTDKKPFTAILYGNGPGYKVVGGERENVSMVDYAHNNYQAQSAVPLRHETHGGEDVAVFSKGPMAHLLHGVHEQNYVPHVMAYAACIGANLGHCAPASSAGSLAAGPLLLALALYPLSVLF
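system = human TNAP | amount = enzyme diluted 1/800 final | reagent = 100 µM CDP-star substrate | signal = luminescent substrate turnover signal | dosing = one dose, 20 µM | benchmarks = EDTA negative control, DMSO positive control | measure = activation factor | timing = 30 min reaction, room temperature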
ROMK mod: human ROMK K+ channel modulation, primary screen | P48048 | Tet-inducible ROMK, thallium flux fluorescence; actives lie on both sides | B-score at 10 µM | actives 2% (n = 130,000) | AID 1918;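 active = signal ratio slope over the read window, or its plate-corrected B-score, at least 3 SD from the plate mean, either direction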;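 note: B-score of the F/F0 ratio slope over 7 to 12 s after thallium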
bIAP activator: intestinal alkaline phosphatase (bovine) activation; AID 1016; activation factor at 20 µM; actives 0.17% (n = 200,000); purified bovine IAP, CDP-star luminescence, 30 min; hits give high values; fold of DMSO-control signal, blank-subtracted;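 active = activation factor of 2 or more at 20 µM, a signal rise over negative controls twice the positive control's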
STAT3 activator: activators of IL-6 induced STAT3 signaling. U3A cells, IL-6 STAT3-luciferase reporter, luminescence; 100% = signal with IL-6 EC80 alone. activation (% of control), % at 5.6 µM. actives 0.91% (n = 190,000);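 active = activation above the screen-wide mean of compound activation plus 3 SD, cut at about 130% in these data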;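 note: 0% = background luminescence of wells with medium and substrate only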
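Material: STAT3-luciferase reporter U3A cells; Probe or stimulus: IL-6 (33 ng/mL); Incubation: compound pre-incubation 1 h before IL-6, then 6 h stimulation at 37 °C; Technique: luminescence from STAT3-driven luciferase reporter; Evaluation: % activation versus median of IL-6-stimulated wells; Controls: IL-6-only high control.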
STAT1 blocker: inhibitors of IFN-gamma induced STAT1 signaling; NIH 3T3 STAT1-luciferase reporter, luminescence; inhibition, % at 5.5 µM; actives 0.35% (n = 200,000); AID 920;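 active = inhibition above a set limit, the mean inhibition across all tested compounds plus 3 SD, cut at about 34% in these data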;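 note: 0% = IFN-gamma with DMSO and 100% = IFN-gamma with 300 µM nifuroxazide; values of inactives mirror those of a sister screen read the other way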
SRC2 TRFRET art: counter-screen for PPARgamma SRC-2 recruitment agonists: TR-FRET artefact. hits give high values. actives 0.4% (n = 200,000). TR-FRET ratio at 8 µM; in the data active = TR-FRET ratio above about 2000; note: inactives centre near 1500
bIAP inhibitor: intestinal alkaline phosphatase (bovine) inhibition. 190,000 tested, under 10 active. AID 1019. inhibition, % at 20 µM. purified bovine IAP, CDP-star luminescence, 30 min;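 active = over 50% inhibition of intestinal alkaline phosphatase at 20 µM in the single-dose screen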
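System: Purified bovine intestinal alkaline phosphatase (IAP) enzyme | Input: IAP diluted 1/65,000,000 in the well | Also added: CDP-star chemiluminescent phosphatase substrate, 30 µM final | Dosing: 20 µM single dose | Times: Enzyme reaction for 30 min at room temperature | Detection: Luminescence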
PPARg SRC-2 ag: agonists of SRC-2 recruitment by human PPARgamma. P37231. PPARgamma LBD-SRC-2 recruitment, biochemical. activation, % at 8 µM. actives 0.34% (n = 200,000). AID 1032; in the data active = activation above about 22%;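 note: 0% = vehicle and 100% = reference agonist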
Target sequence (P37231 whole entry, looked up, the tested form may be a part): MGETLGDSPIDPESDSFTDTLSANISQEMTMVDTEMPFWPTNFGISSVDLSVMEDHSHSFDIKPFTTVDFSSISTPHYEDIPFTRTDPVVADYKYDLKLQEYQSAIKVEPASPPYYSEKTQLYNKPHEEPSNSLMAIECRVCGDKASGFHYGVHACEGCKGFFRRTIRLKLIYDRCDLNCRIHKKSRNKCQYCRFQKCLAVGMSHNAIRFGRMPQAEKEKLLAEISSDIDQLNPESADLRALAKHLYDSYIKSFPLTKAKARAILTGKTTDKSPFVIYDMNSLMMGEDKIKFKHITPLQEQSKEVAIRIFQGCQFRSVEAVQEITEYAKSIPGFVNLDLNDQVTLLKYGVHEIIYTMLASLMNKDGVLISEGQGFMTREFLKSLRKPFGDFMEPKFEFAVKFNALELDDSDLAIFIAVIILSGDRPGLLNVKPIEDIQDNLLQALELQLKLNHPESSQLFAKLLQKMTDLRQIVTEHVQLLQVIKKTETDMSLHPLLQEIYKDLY
PPARg SRC-3 ag: promotes SRC-3 coactivator recruitment by human PPARgamma; P37231; biochemical PPARgamma/SRC-3 coactivator recruitment assay; activation, % at 8 µM; actives 0.26% (n = 200,000); AID 731; in the data active = activation above about 23%;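 note: 0% = DMSO and 100% = reference agonist; some compounds past the cut are filed as inactive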
PPARg SRC-1 ag: agonists of human PPARgamma SRC-1 coactivator recruitment. P37231. PPARgamma-SRC-1 coactivator recruitment biochemical assay. activation, % at 8 µM. actives 0.41% (n = 200,000). AID 631; in the data active = activation above about 19%;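 note: 0% = DMSO and 100% = reference agonist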
* marks the source's active call; other numbers are inactive results.

What do the screens show for `CCNC(=O)Nn1c(C)nnc1C`?
STAT3 inh: 7.9; TNAP act hi DEA: 1.1; ROMK mod: -0.422; bIAP activator: 1; STAT3 activator: 95.7; STAT1 blocker: 1.6; SRC2 TRFRET art: 1549; bIAP inhibitor: 3.5; PPARg SRC-2 ag: 1.9; PPARg SRC-3 ag: -0.6; PPARg SRC-1 ag: 3.6

How did O=C(NCc1ccc(F)cc1)C1Cc2ccccc2CN1C(=O)c1ccco1 (stereo unspecified) do in these assays?
STAT3 inh: 5.1; TNAP act hi DEA: 1.1; ROMK mod: 0.0175; bIAP activator: 1.1; STAT3 activator: 103.0; STAT1 blocker: -2.2; SRC2 TRFRET art: 1473; bIAP inhibitor: -7.6; PPARg SRC-2 ag: 7.2; PPARg SRC-3 ag: 1.0; PPARg SRC-1 ag: 2.1

How did Cc1c(Br)c([N+](=O)[O-])nn1CC(=O)Nc1ccccn1 do in these assays?
STAT3 inh: 1.2; TNAP act hi DEA: 1; ROMK mod: 0.0804; bIAP activator: 0.9; STAT3 activator: 104.5; STAT1 blocker: 0.5; SRC2 TRFRET art: 1455; bIAP inhibitor: 9.4; PPARg SRC-2 ag: 0.5; PPARg SRC-3 ag: -0.8; PPARg SRC-1 ag: -2.7

What do the screens show for `Cc1ccc(C(=O)Nc2ccc3c(c2)OCO3)cc1`?
STAT3 inh: 32.3; TNAP act hi DEA: 1; ROMK mod: 0.136; bIAP activator: 0.8; STAT3 activator: 72.5; STAT1 blocker: 20.0; SRC2 TRFRET art: 1601; bIAP inhibitor: 15.5; PPARg SRC-2 ag: 2.3; PPARg SRC-3 ag: 2.1; PPARg SRC-1 ag: 10.4

Results for COCCN(C(=S)Nc1ccc(C)cc1)C(C)c1cccnc1 (stereo unspecified) ?
STAT3 inh: 4.9; TNAP act hi DEA: 1; ROMK mod: 0.507; bIAP activator: 0.8; STAT3 activator: 97.8; STAT1 blocker: 9.0; SRC2 TRFRET art: 1415; bIAP inhibitor: 21.4; PPARg SRC-2 ag: -5.6; PPARg SRC-3 ag: -3.5; PPARg SRC-1 ag: 6.1

What do the screens show for `Cc1ccc(NC(=S)c2ccccc2)cc1`?
STAT3 inh: -0.3; TNAP act hi DEA: 1; bIAP activator: 0.7; STAT3 activator: 99.5; STAT1 blocker: -44.0; SRC2 TRFRET art: 1550; bIAP inhibitor: 30.6; PPARg SRC-2 ag: -0.9; PPARg SRC-3 ag: 4.4; PPARg SRC-1 ag: -0.9

What do the screens show for `CCOC(=O)N1CCN(C(=O)CSc2ccc(-c3cccnc3)nn2)CC1`?
STAT3 inh: 5.4; TNAP act hi DEA: 1; ROMK mod: 1.06; bIAP activator: 1; STAT3 activator: 99.5; STAT1 blocker: 4.0; SRC2 TRFRET art: 1594; bIAP inhibitor: 1.7; PPARg SRC-2 ag: 2.0; PPARg SRC-3 ag: 5.3; PPARg SRC-1 ag: 4.7

What do the screens show for `Nc1ccccc1SCc1cn2cccnc2n1`?
STAT3 inh: 2.8; TNAP act hi DEA: 1; bIAP activator: 0.9; STAT3 activator: 105.1; STAT1 blocker: -7.5; SRC2 TRFRET art: 1407; bIAP inhibitor: 9.6; PPARg SRC-2 ag: -4.0; PPARg SRC-3 ag: -2.0; PPARg SRC-1 ag: -4.5

What do the screens show for `Cc1ccc(C)c(NC(=O)c2cc(=O)c3ccccc3o2)c1`?
STAT3 inh: 24.9; TNAP act hi DEA: 1; ROMK mod: 1.46; bIAP activator: 0.8; STAT3 activator: 84.3; STAT1 blocker: -22.7; SRC2 TRFRET art: 1479; bIAP inhibitor: 15.1; PPARg SRC-2 ag: 7.4; PPARg SRC-3 ag: 3.6; PPARg SRC-1 ag: -1.4

What do the screens show for `O=c1cc(-c2ccccc2F)oc2ccccc12`?
STAT3 inh: 2.5; TNAP act hi DEA: 1; ROMK mod: 0.0833; bIAP activator: 1; STAT3 activator: 100.6; STAT1 blocker: -38.2; SRC2 TRFRET art: 1460; bIAP inhibitor: -1.9; PPARg SRC-2 ag: 7.1; PPARg SRC-3 ag: 4.9; PPARg SRC-1 ag: -7.5

What do the screens show for `COc1cccc(C2CC(c3ccccc3)Nc3nc(N)nn32)c1` (stereo unspecified)?
TNAP act hi DEA: 1.1; bIAP activator: 0.9; STAT1 blocker: -3.5; SRC2 TRFRET art: 1516; bIAP inhibitor: 8.4; PPARg SRC-2 ag: 3.5; PPARg SRC-3 ag: 3.9; PPARg SRC-1 ag: -0.2

Results for CCCCCn1c(SCC(=O)OC)nc2c1c(=O)[nH]c(=O)n2C ?
STAT3 inh: -0.4; TNAP act hi DEA: 1; bIAP activator: 1; STAT3 activator: 104.3; STAT1 blocker: -0.9; SRC2 TRFRET art: 1557; bIAP inhibitor: -1.6; PPARg SRC-2 ag: 6.4; PPARg SRC-3 ag: -4.4; PPARg SRC-1 ag: -0.7

How did CCCCC(c1nnnn1CCOC)N1CCN(Cc2ccccc2)CC1 (stereo unspecified) do in these assays?
STAT3 inh: -2.7; TNAP act hi DEA: 1.1; bIAP activator: 0.8; STAT3 activator: 103.0; STAT1 blocker: -1.9; SRC2 TRFRET art: 1571; bIAP inhibitor: 21.5; PPARg SRC-2 ag: 10.6; PPARg SRC-3 ag: -6.8; PPARg SRC-1 ag: 8.1

How did O=C(O)c1csc(-c2cccs2)n1 do in these assays?
STAT3 inh: 1.2; TNAP act hi DEA: 1; ROMK mod: 1.34; bIAP activator: 0.9; STAT3 activator: 105.8; STAT1 blocker: -7.4; SRC2 TRFRET art: 1770; bIAP inhibitor: 7.4; PPARg SRC-2 ag: 7.5; PPARg SRC-3 ag: 2.6; PPARg SRC-1 ag: -1.7

Results for O=C(Nc1ccccc1N1CCCCC1)c1cccs1 ?
STAT3 inh: 20.0; TNAP act hi DEA: 1; bIAP activator: 0.7; STAT3 activator: 85.6; STAT1 blocker: 0.2; SRC2 TRFRET art: 1578; bIAP inhibitor: 32.4; PPARg SRC-2 ag: 2.6; PPARg SRC-3 ag: 3.0; PPARg SRC-1 ag: -3.7

Results for COCc1nnc(NC(=O)CCc2ccccc2)s1 ?
STAT3 inh: 1.2; TNAP act hi DEA: 1; bIAP activator: 0.9; STAT3 activator: 100.6; STAT1 blocker: -0.9; SRC2 TRFRET art: 1273; bIAP inhibitor: 9.4; PPARg SRC-2 ag: 2.1; PPARg SRC-3 ag: 8.6; PPARg SRC-1 ag: -0.3

How did O=C1N(Cc2cccnc2)C[C@@H]2C[C@@H](c3ccccc3C#Cc3ccccc3)N3CCC[C@@]123 do in these assays?
STAT3 inh: 1.7; TNAP act hi DEA: 1.1; ROMK mod: -0.0873; bIAP activator: 1; STAT3 activator: 102.3; STAT1 blocker: 2.1; SRC2 TRFRET art: 1648; bIAP inhibitor: -0.9; PPARg SRC-2 ag: 14.2; PPARg SRC-3 ag: 3.8; PPARg SRC-1 ag: 9.7

How did O=C(O)c1ccc(Cl)c(S(=O)(=O)Nc2ccccc2N2CCOCC2)c1 do in these assays?
STAT3 inh: 0.6; TNAP act hi DEA: 1; ROMK mod: 0.0844; bIAP activator: 1.4; STAT3 activator: 104.6; STAT1 blocker: -1.9; SRC2 TRFRET art: 1664; bIAP inhibitor: -42.2; PPARg SRC-2 ag: 2.5; PPARg SRC-3 ag: 3.3; PPARg SRC-1 ag: -3.0

How did O=C(COc1ccccc1F)N1c2ccccc2CCc2ccccc21 do in these assays?
STAT3 inh: 13.4; TNAP act hi DEA: 1.1; bIAP activator: 0.9; STAT3 activator: 90.8; STAT1 blocker: 0.1; SRC2 TRFRET art: 1474; bIAP inhibitor: 14.5; PPARg SRC-2 ag: -0.1; PPARg SRC-3 ag: -0.3; PPARg SRC-1 ag: -1.3

Results for O=[N+]([O-])c1ccccc1S(=O)(=O)NCc1ccc(F)cc1 ?
STAT3 inh: 13.2; TNAP act hi DEA: 1.1; ROMK mod: 0.597; bIAP activator: 1; STAT3 activator: 92.3; STAT1 blocker: -0.1; SRC2 TRFRET art: 1664; bIAP inhibitor: 3.1; PPARg SRC-2 ag: -2.5; PPARg SRC-3 ag: 0.4; PPARg SRC-1 ag: 8.2

Quoted at random: 2 entries already listed, in no set order.
Results for COCc1nnc(NC(=O)CCc2ccccc2)s1 ?
STAT3 inh: 1.2; TNAP act hi DEA: 1; bIAP activator: 0.9; STAT3 activator: 100.6; STAT1 blocker: -0.9; SRC2 TRFRET art: 1273; bIAP inhibitor: 9.4; PPARg SRC-2 ag: 2.1; PPARg SRC-3 ag: 8.6; PPARg SRC-1 ag: -0.3

How did O=C(O)c1csc(-c2cccs2)n1 do in these assays?
STAT3 inh: 1.2; TNAP act hi DEA: 1; ROMK mod: 1.34; bIAP activator: 0.9; STAT3 activator: 105.8; STAT1 blocker: -7.4; SRC2 TRFRET art: 1770; bIAP inhibitor: 7.4; PPARg SRC-2 ag: 7.5; PPARg SRC-3 ag: 2.6; PPARg SRC-1 ag: -1.7

The list continues:
How did O=C(c1cc2nc(-c3ccco3)cc(C(F)(F)F)n2n1)N1CCN(Cc2ccccc2)CC1 do in these assays?
STAT3 inh: 1.8; TNAP act hi DEA: 1; ROMK mod: -1.47; bIAP activator: 1.1; STAT3 activator: 98.6; STAT1 blocker: -5.0; SRC2 TRFRET art: 1679; bIAP inhibitor: -11.3; PPARg SRC-2 ag: 5.9; PPARg SRC-3 ag: 3.6; PPARg SRC-1 ag: 3.6

Results for CCOC(=O)CSc1nc(-c2ccc(OC)cc2)ns1 ?
STAT3 inh: 3.2; TNAP act hi DEA: 1; ROMK mod: 0.364; bIAP activator: 0.9; STAT3 activator: 99.6; STAT1 blocker: -4.6; SRC2 TRFRET art: 1637; bIAP inhibitor: 9.4; PPARg SRC-2 ag: 1.1; PPARg SRC-3 ag: -8.6; PPARg SRC-1 ag: 4.8

What do the screens show for `COc1ccccc1N1C(=N)S/C(=C\c2ccc(-c3ccccc3C(=O)O)o2)C1=O`?
STAT3 inh: -8.3; TNAP act hi DEA: 0.9; ROMK mod: -0.017; bIAP activator: 1.1; STAT3 activator: 110.7; STAT1 blocker: 5.5; SRC2 TRFRET art: 1499; bIAP inhibitor: -11.8; PPARg SRC-2 ag: -11.1; PPARg SRC-3 ag: 3.8; PPARg SRC-1 ag: 1.4

Results for CC(C)(C)n1nnnc1C(c1ccc(Cl)cc1)N1CCSCC1 (stereo unspecified) ?
STAT3 inh: -5.1; TNAP act hi DEA: 1; bIAP activator: 1; STAT3 activator: 107.0; STAT1 blocker: -1.2; SRC2 TRFRET art: 1498; bIAP inhibitor: 1.1; PPARg SRC-2 ag: -3.6; PPARg SRC-3 ag: -6.2; PPARg SRC-1 ag: -2.7

How did COc1ccccc1-n1nc(C(=O)Nc2ccc3c(c2)OCO3)c2ccccc2c1=O do in these assays?
STAT3 inh: -4.4; TNAP act hi DEA: 1; bIAP activator: 1; STAT3 activator: 107.4; STAT1 blocker: -0.7; SRC2 TRFRET art: 1588; bIAP inhibitor: -1.3; PPARg SRC-2 ag: -4.3; PPARg SRC-3 ag: 2.3; PPARg SRC-1 ag: -6.3

Source: PubChem (several laboratories)
